Assay outcomes as filed in PubChem BioAssay.
FLuc inh counter – counter-screen for luciferase assay inhibitors: firefly luciferase inhibition | ATPLite firefly luciferase biochemical luminescence, 10 min | inhibition, % at 10 µM | AID 1006 | P08659 | 200,000 compounds, 1.5% hits;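 active = inhibition above about 50% when tested at 10 µM, limit read from the data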
Target sequence (P08659 whole entry, looked up): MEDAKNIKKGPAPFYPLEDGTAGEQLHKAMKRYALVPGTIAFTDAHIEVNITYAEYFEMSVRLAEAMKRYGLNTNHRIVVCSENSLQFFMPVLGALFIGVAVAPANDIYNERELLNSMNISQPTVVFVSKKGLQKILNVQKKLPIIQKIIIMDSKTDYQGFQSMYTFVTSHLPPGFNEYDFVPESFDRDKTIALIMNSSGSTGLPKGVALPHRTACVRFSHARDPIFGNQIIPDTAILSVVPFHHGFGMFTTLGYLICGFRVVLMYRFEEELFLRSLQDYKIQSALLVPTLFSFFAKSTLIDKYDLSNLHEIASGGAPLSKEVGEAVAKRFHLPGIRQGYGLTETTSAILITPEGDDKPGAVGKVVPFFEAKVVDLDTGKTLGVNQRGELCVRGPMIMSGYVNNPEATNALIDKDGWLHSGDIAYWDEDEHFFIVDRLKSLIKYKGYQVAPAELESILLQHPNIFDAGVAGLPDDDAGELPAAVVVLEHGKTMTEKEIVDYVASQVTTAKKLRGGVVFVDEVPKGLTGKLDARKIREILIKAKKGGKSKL
APP 5'UTR act – APP 5'UTR luciferase reporter activation. AID 1276. SH-SY5Y APP 5'UTR luciferase reporter, luminescence; zero percent = DMSO vehicle wells. 190,000 compounds, 1% hits. activation, % at 2 µM;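 active = activation above a set limit, based on mean plus 3 SD of controls, cut at about 140% in these data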; note: values of inactives mirror those of a sister screen read the other way
APP transl inh – APP translation inhibition | AID 1285 | 190,000 compounds, 0.82% hits | inhibition, % at 2 µM | SH-SY5Y APP 5'UTR-luciferase reporter, luminescence;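 active = inhibition above a set limit, derived from the sample mean plus 3 SD, cut at about 45% in these data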; note: values of inactives mirror those of a sister screen read the other way
Hsp70 activator – Hsp70 transcriptional activation, primary screen; HeLa Hsp70 promoter luciferase reporter, luminescence; scaled: vehicle 0, proteasome-inhibitor control 100%; activation, % at 10 µM; 200,000 compounds, 0.04% hits; AID 1203;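 active = activation above the mean across all tested compounds plus 3 SD, cutoff set per campaign, cut at about 5.5% in these data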;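 note: 100% = MG132 at 30 µM as the positive control and 0% = DMSO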
STAT1 act – activators of IFN-gamma induced STAT1 signaling | NIH 3T3 STAT1-luciferase reporter, luminescence; 100% = IFN-gamma alone, no compound | activation (% of control), % at 5.5 µM | 200,000 compounds, 2.6% hits | AID 932;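 active = activation above the screen-wide mean activation plus 3 SD, cut at about 130% in these data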;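 note: raw ratio to IFN-gamma control signal so 100% means no change and 0% no light; values of inactives mirror those of a sister screen read the other way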
STAT1 inh – reduces IFN-gamma driven STAT1 reporter signal | NIH 3T3 STAT1-luciferase reporter, luminescence | 200,000 compounds, 0.35% hits | inhibition, % at 5.5 µM;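 active = inhibition above a set limit, the mean inhibition across all tested compounds plus 3 SD, cut at about 34% in these data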;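 note: 0% = IFN-gamma with DMSO and 100% = IFN-gamma with 300 µM nifuroxazide; values of inactives mirror those of a sister screen read the other way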
NF-kB neuron act – raises NF-kB expression in human neuronal cells | NF-kB reporter expression; hits give high values | AID 1239 | 190,000 compounds, 1.6% hits | fold change at 12.5 µM; in the data active = fold change above about 3.3
RAM network inh – inhibitors of the yeast RAM network; S. cerevisiae dse1pr::URA3 reporter, 5-FOA growth OD615, 2 d; analog-sensitive cbk1-as2 kinase mutant strain; AID 868; inhibition, % at 50 µM; 190,000 compounds, 1.8% hits;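 active = inhibition above a set limit, 3 SD over mean compound inhibition, cut at about 8.4% in these data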;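 note: 0% = DMSO-only wells with no growth and 100% = 10 µM 1-NA-PP1 full growth; inhibition rescues growth on 5-FOA so higher OD means more RAM inhibition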
STAT3 activator – activators of IL-6 induced STAT3 signaling | U3A cells, IL-6 STAT3-luciferase reporter, luminescence; 100% = signal with IL-6 EC80 alone | activation (% of control), % at 5.6 µM | 190,000 compounds, 0.91% hits;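 active = activation above the screen-wide mean of compound activation plus 3 SD, cut at about 130% in these data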;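 note: 0% = background luminescence of wells with medium and substrate only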
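Material: STAT3-luciferase reporter U3A cells; Probe or stimulus: IL-6 (33 ng/mL); Incubation: compound pre-incubation 1 h before IL-6, then 6 h stimulation at 37 °C; Technique: luminescence from STAT3-driven luciferase reporter; Evaluation: % activation versus median of IL-6-stimulated wells; Controls: IL-6-only high control.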
STAT3 blocker – inhibitors of IL-6 induced STAT3 signaling | U3A cells, IL-6 STAT3-luciferase reporter, luminescence; host cell line lacks STAT1 | AID 862 | inhibition, % at 5.5 µM | 190,000 compounds, 0.89% hits;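 active = inhibition above the mean inhibition across all screened compounds plus 3 SD, cut at about 44% in these data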;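 note: 0% = DMSO only wells and 100% = 100 µM nifuroxazide control wells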
* = called active by the depositor; nt = not tested or not shown. Not a hit list; any-hit rate near 7.7%.

Start of the data: the first 9 records, to show the layout:
SMILES	FLuc inh counter	APP 5'UTR act	APP transl inh	Hsp70 activator	STAT1 act	STAT1 inh	NF-kB neuron act	RAM network inh	STAT3 activator	STAT3 blocker
Cn1c(=O)c(C(=O)COC(=O)c2cc(C(F)(F)F)nc3ccccc23)c(N)n(Cc2ccccc2)c1=O	-8.2	-2.0	2.0	-0.3	93.9	6.7	0.96	4.3	101.2	-4.3
Nn1c(Cc2ccccc2F)nnc1SCCOc1ccc(Cl)cc1	-4.0	-13.1	13.1	0.0	100.6	-0.7	0.93	-0.4	97.2	6.1
CN1CCNC(=O)C1CC(=O)N1CC=C(c2ccc(F)cc2)CC1 (stereo unspecified)	-1.3	56.6	-56.6	0.4	99.3	-0.2	1.04	-0.5	98.5	12.8
OCCN1CCN(CC(O)COc2ccc3c(c2)OCO3)CC1 (stereo unspecified)	0.1	-7.0	7.0	-0.3	95.1	5.5	1.03	4.2	98.2	9.8
CCCCn1c(SCC(=O)c2ccc3c(c2)NC(=O)CO3)nc2cc(S(N)(=O)=O)ccc21	-4.5	-13.0	13.0	0.9	105.0	-8.5	0.89	2.6	99.0	6.0
CC(C)Oc1cccc(C(=O)NC2=NCCS2)c1	24.1	86.5	-86.5	-0.3	132.3*	-37.4	2.06	-0.5	102.2	8.2
COc1ccc(S(=O)(=O)c2c(N)n(Cc3ccco3)c3nc4ccccc4nc23)cc1	-7.9	0.4	-0.4	-0.4	94.5	6.0	0.69	5.8	106.4	-3.9
COc1ccc(N=C2SC(C(N)=O)CC(=O)N2CCc2ccc(OC)c(OC)c2)cc1 (stereo unspecified)	-8.4	-4.7	4.7	-0.4	104.0	-4.5	0.95	0.8	103.5	-0.7
Cc1nc(N2CCN(Cc3ccccc3)CC2)[nH]c(=O)c1C	-3.9	3.1	-3.1	-0.2	93.3	7.4	nt	nt	97.3	10.7

The listing, repeating the preview:
SMILES	FLuc inh counter	APP 5'UTR act	APP transl inh	Hsp70 activator	STAT1 act	STAT1 inh	NF-kB neuron act	RAM network inh	STAT3 activator	STAT3 blocker
Cn1c(=O)c(C(=O)COC(=O)c2cc(C(F)(F)F)nc3ccccc23)c(N)n(Cc2ccccc2)c1=O	-8.2	-2.0	2.0	-0.3	93.9	6.7	0.96	4.3	101.2	-4.3
Nn1c(Cc2ccccc2F)nnc1SCCOc1ccc(Cl)cc1	-4.0	-13.1	13.1	0.0	100.6	-0.7	0.93	-0.4	97.2	6.1
CN1CCNC(=O)C1CC(=O)N1CC=C(c2ccc(F)cc2)CC1 (stereo unspecified)	-1.3	56.6	-56.6	0.4	99.3	-0.2	1.04	-0.5	98.5	12.8
OCCN1CCN(CC(O)COc2ccc3c(c2)OCO3)CC1 (stereo unspecified)	0.1	-7.0	7.0	-0.3	95.1	5.5	1.03	4.2	98.2	9.8
CCCCn1c(SCC(=O)c2ccc3c(c2)NC(=O)CO3)nc2cc(S(N)(=O)=O)ccc21	-4.5	-13.0	13.0	0.9	105.0	-8.5	0.89	2.6	99.0	6.0
CC(C)Oc1cccc(C(=O)NC2=NCCS2)c1	24.1	86.5	-86.5	-0.3	132.3*	-37.4	2.06	-0.5	102.2	8.2
COc1ccc(S(=O)(=O)c2c(N)n(Cc3ccco3)c3nc4ccccc4nc23)cc1	-7.9	0.4	-0.4	-0.4	94.5	6.0	0.69	5.8	106.4	-3.9
COc1ccc(N=C2SC(C(N)=O)CC(=O)N2CCc2ccc(OC)c(OC)c2)cc1 (stereo unspecified)	-8.4	-4.7	4.7	-0.4	104.0	-4.5	0.95	0.8	103.5	-0.7
Cc1nc(N2CCN(Cc3ccccc3)CC2)[nH]c(=O)c1C	-3.9	3.1	-3.1	-0.2	93.3	7.4	nt	nt	97.3	10.7
COc1cccc(OC)c1C(=O)N1CC(C)OC(C)C1 (stereo unspecified)	-1.0	-11.3	11.3	-0.3	97.2	3.0	1.82	-0.3	103.6	-1.6
Nc1nc(-c2ccc(C(=O)O)cc2)cs1	-3.7	40.1	-40.1	0.1	100.9	-1.6	1.19	-0.1	104.8	-3.3
COc1ccc(-c2[nH]ncc2CN(C)C(C)c2cccs2)c(F)c1 (stereo unspecified)	-6.1	14.2	-14.2	-0.2	98.8	-0.5	nt	1.0	95.0	10.7
COc1ccc(-c2cnnc(N/N=C/c3ccc(O)c(O)c3)n2)cc1	85.3*	11.5	-11.5	0.2	119.4	-21.5	2.76	2.4	100.7	2.3
O=C(O)CCCn1cc(NC(=O)COc2ccccc2[N+](=O)[O-])cn1	-3.6	6.7	-6.7	0.1	105.0	-6.4	1.04	1.8	115.5	-4.6
COC(=O)c1cn(-c2ccccc2)c(C)c1C(=O)OC	-8.0	7.0	-7.0	-0.4	98.0	2.2	1.38	-0.6	105.3	-3.8
CCC(=O)Nc1cc(OC)cc(OC)c1	-8.3	1.2	-1.2	0.3	98.7	1.6	1.69	-0.1	98.6	10.7
Cc1cc([N+](=O)[O-])nn1CCC(=O)Nc1nccs1	-5.3	3.6	-3.6	-0.1	109.8	-12.6	1.1	0.2	88.7	15.6
CCCCn1c(-c2csc3c2CCCC3)n[nH]c1=S	-6.8	4.9	-4.9	-0.4	105.1	-5.5	1.16	-0.8	98.1	8.0
Cc1ccc(C(=O)NC(=S)NNC(=O)CCN2CCOCC2)cc1	-6.0	-7.7	7.7	-0.1	105.8	-6.0	0.93	3.7	98.3	10.3
Cn1c(=O)n(Cc2ccc(Cl)cc2)c(=O)c2c1nc1n2CCN1Cc1ccco1	-1.7	10.0	-10.0	-0.1	90.3	10.6	0.77	3.1	95.2	9.5
O=C(Nc1cc(Oc2ccc(Cl)cc2)cc([N+](=O)[O-])c1)c1ccco1	-4.6	9.0	-9.0	-0.1	85.6	16.2	0.89	8.0	95.7	4.4
COCc1c(Br)c(C)nc(OCC(=O)N/N=C/c2ccc(C)o2)c1C#N	-6.1	5.9	-5.9	-0.1	91.4	7.9	nt	3.2	88.5	18.0
CC(c1cccs1)N(C)Cc1nc(CCc2ccccc2)no1 (stereo unspecified)	-7.6	0.1	-0.1	-0.2	103.1	-5.1	1.33	0.0	97.7	7.0
Cc1cc(C)cc(-n2c(C)cc(/C=C3\C(=N)N4N=C(CC(C)C)SC4=NC3=O)c2C)c1	-9.3	11.3	-11.3	-0.4	92.8	7.9	1.07	4.7	96.7	-1.1
CCNC(=S)NCc1ccc(F)cc1	-6.5	9.7	-9.7	0.4	92.1	8.8	1.01	1.1	87.0	18.4
SMILES	FLuc inh counter	APP 5'UTR act	APP transl inh	Hsp70 activator	STAT1 act	STAT1 inh	NF-kB neuron act	RAM network inh	STAT3 activator	STAT3 blocker
Cc1ccc(C)c(SCC(=O)OC/C(O)=C(\C#N)c2nc3ccccc3[nH]2)c1	-4.8	4.0	-4.0	-0.3	90.8	10.3	2.23	8.5*	146.4*	-50.9
Cn1ncc(Cl)c1C(=O)N1CCc2ccccc21	-0.5	-5.0	5.0	0.1	98.2	1.9	1.05	0.3	154.9*	-62.9
CC1CCN(c2cc(N3CCOCC3)c([N+](=O)[O-])cc2F)CC1	-1.1	1.7	-1.7	-0.3	95.7	4.8	1	1.0	121.9	-14.9
Cc1ccc(C(=O)COC(=O)c2cnccn2)cc1C	18.4	-4.2	4.2	-0.2	104.0	-4.0	1.15	-0.5	93.0	16.0
CCN1CCN(c2ccc(N=Cc3ccc(O)cc3O)cc2)CC1	30.2	9.4	-9.4	0.1	99.0	1.7	1.56	3.0	105.6	-4.2
Cc1nn(Cc2ccc(C(=O)Nc3nccs3)cc2)c(C)c1Cl	-2.7	-1.3	1.3	0.1	98.5	1.6	1.05	5.5	93.9	12.1
Cc1[nH]n(-c2ccccc2)c(=O)c1C(c1ccccc1C(=O)O)c1c(C)[nH]n(-c2ccccc2)c1=O	-2.4	8.7	-8.7	-0.3	95.2	5.4	1.36	0.7	98.4	6.3
COc1cccc(OC)c1CC1SC(=O)NC1=O (stereo unspecified)	-5.4	-1.1	1.1	-0.1	115.7	-17.6	1.28	2.4	118.5	-19.9
Cn1c(=O)n(CCc2ccccc2)c(=O)c2c1nc1n2CCN1Cc1ccco1	-7.7	6.8	-6.8	-0.1	106.2	-6.9	0.32	3.9	131.8	-32.8
CCCCSc1nc2c(cnn2-c2ccc(C)c(C)c2)c(=O)[nH]1	4.3	-3.4	3.4	0.1	103.9	-4.3	1.07	1.8	108.0	-0.3
Cc1cc(C)n2nc(C(=O)OCCOc3cccc(Br)c3)nc2n1	-7.9	-8.6	8.6	-0.1	106.5	-6.3	1.14	3.4	106.6	-1.2
CCCOc1ccc2oc(=O)c3c(c2c1)CCCN3C(=O)CN(C)Cc1ccccc1	-4.1	-9.9	9.9	-0.2	98.5	2.9	1.31	-0.5	101.2	-0.1
CCOC(=O)c1sc(NC(=O)C2CC=CCC2C(=O)O)nc1C (stereo unspecified)	-9.2	5.9	-5.9	-0.2	96.5	3.8	1.29	5.5	105.9	-3.3
Cc1ccc(OCCCSc2ncccn2)cc1C	-0.6	65.8	-65.8	-0.1	134.7*	-37.4	1.88	1.0	113.3	-14.2
CCc1ccc(OCCNC(=O)c2ccccc2SCc2ccccc2)cc1	-10.9	0.2	-0.3	-0.2	95.0	5.6	0.66	8.8*	133.7*	-26.8
COc1ccc2[nH]cc(CCNS(=O)(=O)c3ccccc3)c2c1	-0.1	6.6	-6.6	0.0	103.8	-6.1	1.15	1.7	99.8	2.6
Nc1cc(OC(=O)c2ccccc2Br)nn1S(=O)(=O)c1ccccc1	4.5	-6.0	6.0	-0.3	100.5	0.7	1.47	0.3	103.5	2.5
O=C(NC1CCCCC1)NC1(C(=O)N2CCN3CCCC3C2)CCCCC1 (stereo unspecified)	-5.4	-7.7	7.7	-0.2	98.1	2.0	1.18	-1.5	99.5	2.5
COc1cc(C)nc(Oc2ccc(OCCOc3ccccc3)nn2)n1	-3.9	-2.9	2.9	-0.3	103.0	-5.2	1.09	-0.8	98.1	4.5
Cc1ccc(NC(=S)N(CCCN2CCOCC2)Cc2cccs2)c(C)c1	-8.8	-18.4	18.4	-0.1	89.1	12.2	1.2	-0.1	98.6	-0.9
Cc1ccc(C2N3CC4([N+](=O)[O-])CN2CC([N+](=O)[O-])(C3)C4(C)C)cc1 (stereo unspecified)	3.8	11.0	-11.0	-0.5	92.0	8.9	1.32	3.0	91.3	8.5
O=C(NCc1cccs1)C1CCN(S(=O)(=O)c2ccc3c(c2)OCCO3)CC1	-6.8	-9.1	9.1	-0.5	97.0	3.3	0.81	0.0	101.1	6.3

Single records, from the list above. Screens in order: FLuc inh counter	APP 5'UTR act	APP transl inh	Hsp70 activator	STAT1 act	STAT1 inh	NF-kB neuron act	RAM network inh	STAT3 activator	STAT3 blocker
Listed for CCCCSc1nc2c(cnn2-c2ccc(C)c(C)c2)c(=O)[nH]1 → 4.3	-3.4	3.4	0.1	103.9	-4.3	1.07	1.8	108.0	-0.3
Listed for CCCOc1ccc2oc(=O)c3c(c2c1)CCCN3C(=O)CN(C)Cc1ccccc1 → -4.1	-9.9	9.9	-0.2	98.5	2.9	1.31	-0.5	101.2	-0.1
